# CHO parental Ca – counter-screen: ATP calcium response change in parental CHO cells. parental CHO-K1, ATP-induced calcium, Fluo-8 fluorescence. inhibition, % at 5.6 µM. 0.63% of 330,000 active;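 active = inhibition above that plate's mean sample inhibition plus 3 SD, cut at about 26% in these data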;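 note: 0% = ATP-challenged DMSO wells and 100% = DMSO wells without ATP; some compounds past the cut are filed as inactive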
#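 Material: parental CHO cells / Compound: single nominal dose of 5.6 µM per compound / Signal: Fluo-8 fluorescence / Replicates: singlicate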
# V1aR counter – counter-screen for oxytocin receptor agonists: human V1a receptor agonists; 0.25% of 320,000 active; CHO-V1R cells, Fluo-8 calcium fluorescence, agonist mode; 0% DMSO, 100% 3 nM vasopressin; activation, % at 3 µM; P37288; AID 2797;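 active = activation above the mean activation of all tested compounds plus 3 SD, per screening run, cut at about 20% in these data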;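 note: signal is peak over basal fluorescence ratio across a 100 second FLIPR read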
# Target sequence (P37288 whole entry, looked up): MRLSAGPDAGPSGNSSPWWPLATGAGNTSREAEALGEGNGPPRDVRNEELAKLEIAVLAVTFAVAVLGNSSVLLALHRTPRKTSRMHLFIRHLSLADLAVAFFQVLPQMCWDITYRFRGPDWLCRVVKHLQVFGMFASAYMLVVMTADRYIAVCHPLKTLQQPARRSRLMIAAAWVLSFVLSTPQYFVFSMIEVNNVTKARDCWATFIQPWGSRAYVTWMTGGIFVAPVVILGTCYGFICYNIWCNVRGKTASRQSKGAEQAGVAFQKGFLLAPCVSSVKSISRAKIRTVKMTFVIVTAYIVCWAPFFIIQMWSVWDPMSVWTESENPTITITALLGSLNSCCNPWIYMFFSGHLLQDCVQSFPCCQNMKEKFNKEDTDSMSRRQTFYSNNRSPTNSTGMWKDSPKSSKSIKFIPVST
# CHO-K1 Ca antag – nonselective inhibitor or artifact in parental CHO-K1 cells; ATP-induced calcium, Fluo-8 fluorescence; AID 602250; 0.6% of 360,000 active; inhibition, % at 3 µM;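 active = inhibition above a per-plate cutoff, the plate's mean sample inhibition plus 3 SD, cut at about 24% in these data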;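 note: 0% = DMSO plus EC80 ATP and 100% = DMSO alone without ATP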
# OXTR ag – agonists of human oxytocin receptor; P30559; CHO-OTR cells, Fluo-8 calcium fluorescence; normalized: DMSO 0%, oxytocin 100%; activation, % at 3 µM; 0.32% of 320,000 active; AID 2435;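 active = activation above the mean of all tested compounds plus 3 SD, cutoff set per screening run, cut at about 20% in these data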;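 note: peak over basal fluorescence ratio from a 100 s FLIPR kinetic read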
# Target sequence (P30559 whole entry, looked up): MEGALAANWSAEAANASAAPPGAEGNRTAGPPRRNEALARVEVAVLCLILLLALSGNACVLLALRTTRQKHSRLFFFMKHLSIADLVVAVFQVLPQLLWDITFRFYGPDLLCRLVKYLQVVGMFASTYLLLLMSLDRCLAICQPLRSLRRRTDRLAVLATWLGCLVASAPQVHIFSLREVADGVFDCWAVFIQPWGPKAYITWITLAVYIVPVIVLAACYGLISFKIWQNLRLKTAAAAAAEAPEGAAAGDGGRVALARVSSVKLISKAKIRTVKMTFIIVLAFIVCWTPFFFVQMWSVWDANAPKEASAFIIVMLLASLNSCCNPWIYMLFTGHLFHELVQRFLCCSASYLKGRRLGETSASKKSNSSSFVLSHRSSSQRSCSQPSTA
# M1 PAM parental – counter-screen for M1 PAMs: effect in parental CHO-K1 cells; ATP EC20, Fluo-8 calcium fluorescence; 0% at ATP EC20, 100% at ATP max; activation, % at 3 µM; 0.02% of 360,000 active; AID 602247;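 active = activation above the run cutoff, the mean activation of all test compounds plus 3 SD, cut at about 40% in these data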;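 note: peak over basal fluorescence ratio in a 140 s read after ATP addition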
# TAAR1 antag – antagonists of human TAAR1 | Q96RJ0 | CHO RD-HGA16 TAAR1, Fluo-8 calcium fluorescence, antagonist | inhibition, % at 3 µM | 1.5% of 360,000 active | AID 624466;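 active = inhibition above a per-plate cutoff, the mean inhibition of test compounds on that plate plus 3 SD, cut at about 49% in these data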;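 note: 0% = DMSO plus EC80 beta-PEA response and 100% = DMSO alone without agonist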
#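 Assay system: RD-HGA16 CHO cells with stable hTAAR1 and Gα16 / Reagent: EC80 β-phenethylamine stimulus / Doses: 3 µM, single point / Timing: dye loading 75 min at 37 °C, then 30 min room temperature / Measured by: Fluo-8 intracellular calcium dye fluorescence, real-time kinetic reads / Controls: vehicle wells and EC80 agonist wells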
# GPR7 antag – blocks human GPR7 receptor signaling. inhibition, % at 4.4 µM. P48145. 1.1% of 290,000 active. AID 1861. GPR7-expressing cells, fluorescence antagonist assay; in the data active = inhibition above about 16%, passing the limit was not always enough;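 note: cells stimulated with the agonist NPW; 0% = agonist with vehicle and 100% = vehicle without agonist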
# OXTR potentiate – potentiators of human oxytocin receptor; P30559; CHO-OTR cells, Fluo-8 calcium fluorescence, potentiator mode; 0% = oxytocin EC15, 100% = EC100; 0.061% of 320,000 active; AID 2445; activation, % at 3 µM;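 active = activation above that plate's cutoff, the mean activation of tested compounds plus 3 SD, cut at about 6.6% in these data, passing the limit was not always enough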;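 note: 100% uses oxytocin at 75 nM as the full agonist control; some results filed as inactive read as strong as hits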
#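 Assay system: CHO cell line stably expressing human OTR | Also added: Oxytocin at about EC15, sub-maximal agonist stimulus | Times: Compound 6 min at room temperature before oxytocin, 100 s read | Measured by: Fluo-8 intracellular calcium fluorescence, ex 470-495, em 515-575 nm | Controls: EC15 oxytocin alone as 0%, 75 nM oxytocin as 100%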
# M1 ag parental – nonselective activator or artifact in parental CHO-K1 cells; Fluo-8 calcium fluorescence; scaled to maximal ATP response, vehicle zero; activation, % at 3 µM; 0.48% of 360,000 active; in the data active = activation above about 15%;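 note: untransfected CHO-K1 host cells lacking M1 receptor as counterscreen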
# The depositor's hits bear a star; · = not tested or not shown.
# Start of the listing, in advance:
SMILES,CHO parental Ca,V1aR counter,CHO-K1 Ca antag,OXTR ag,M1 PAM parental,TAAR1 antag,GPR7 antag,OXTR potentiate,M1 ag parental
Cn1c(CNC(=O)CCNC(=O)c2ccc(F)c(F)c2)cc(=O)n(C)c1=O,-6.2,0.0,2.6,1.0,-6.1,-2.3,2.6,5.8,-0.2
Cc1ccc(NC(=O)CN(C)CC(=O)Nc2ccc(N3CCOCC3)cc2)c(C)c1,-8.1,0.3,-15.4,0.6,28.1,11.4,-2.5,-2.9,2.1
CSc1ncccc1C(=O)Nc1cccc(S(=O)(=O)N2CCOCC2)c1,-5.2,1.3,-16.7,3.7,15.2,13.7,·,-4.8,2.4
Cc1cccc(N/C(=N\S(=O)(=O)c2ccccc2)C(F)(F)F)c1,-7.3,0.6,-18.7,-0.4,18.5,2.3,-9.0,-1.8,5.2
Cc1ccc(S(=O)(=O)CC2CSc3nc4ccccc4n32)cc1 (stereo unspecified),0.2,10.0,27.9*,14.2,-11.1,3.2,4.1,-9.9,10.6
Cn1c(=O)c2ncn(CC(=O)Nc3cccc(-c4nc5ccccc5s4)c3)c2n(C)c1=O,-9.8,4.8,-8.7,3.9,13.5,11.5,4.2,-10.5,3.4
COc1cccc(/C=N/n2c(=S)n(C)c3ccccc32)c1OC,-9.0,-0.3,0.5,-1.8,1.0,7.9,-7.1,-11.9,0.1
O=C(COc1ccccc1)NC1CCCCCCC1,-27.8,0.5,13.6,-1.3,-15.9,-3.9,3.1,-3.8,0.1

# The whole of this part, repeating the preview:
SMILES,CHO parental Ca,V1aR counter,CHO-K1 Ca antag,OXTR ag,M1 PAM parental,TAAR1 antag,GPR7 antag,OXTR potentiate,M1 ag parental
Cn1c(CNC(=O)CCNC(=O)c2ccc(F)c(F)c2)cc(=O)n(C)c1=O,-6.2,0.0,2.6,1.0,-6.1,-2.3,2.6,5.8,-0.2
Cc1ccc(NC(=O)CN(C)CC(=O)Nc2ccc(N3CCOCC3)cc2)c(C)c1,-8.1,0.3,-15.4,0.6,28.1,11.4,-2.5,-2.9,2.1
CSc1ncccc1C(=O)Nc1cccc(S(=O)(=O)N2CCOCC2)c1,-5.2,1.3,-16.7,3.7,15.2,13.7,·,-4.8,2.4
Cc1cccc(N/C(=N\S(=O)(=O)c2ccccc2)C(F)(F)F)c1,-7.3,0.6,-18.7,-0.4,18.5,2.3,-9.0,-1.8,5.2
Cc1ccc(S(=O)(=O)CC2CSc3nc4ccccc4n32)cc1 (stereo unspecified),0.2,10.0,27.9*,14.2,-11.1,3.2,4.1,-9.9,10.6
Cn1c(=O)c2ncn(CC(=O)Nc3cccc(-c4nc5ccccc5s4)c3)c2n(C)c1=O,-9.8,4.8,-8.7,3.9,13.5,11.5,4.2,-10.5,3.4
COc1cccc(/C=N/n2c(=S)n(C)c3ccccc32)c1OC,-9.0,-0.3,0.5,-1.8,1.0,7.9,-7.1,-11.9,0.1
O=C(COc1ccccc1)NC1CCCCCCC1,-27.8,0.5,13.6,-1.3,-15.9,-3.9,3.1,-3.8,0.1
O=C(NCc1ccccn1)C1CCCN(Cc2cnn(-c3ccccc3)c2-n2cccc2)C1 (stereo unspecified),-26.4,-0.7,-11.7,-2.1,24.9,·,9.5,-2.4,0.7
Cc1ccc(C(C)C)cc1C(=O)CC1(O)C(=O)N(C)c2ccccc21 (stereo unspecified),-12.6,1.3,4.8,-0.3,-2.4,-8.9,-11.6,-4.6,0.8
S=C(NCc1ccco1)N1CCN(Cc2ccc(Cl)cc2Cl)CC1,-31.7,2.9,12.7,0.0,-5.2,25.3,-0.1,-8.9,0.0
CCC(c1nnnn1-c1ccc2c(c1)OCCO2)N1CCN(c2ccc(C(F)(F)F)cc2[N+](=O)[O-])CC1 (stereo unspecified),·,·,-2.9,·,-6.2,6.8,·,·,0.6
O=C(c1cc(F)ccc1F)N1CCC(N2CCC(C(=O)N3CCCC3)CC2)CC1,-3.1,1.1,-13.9,1.7,-0.9,-7.8,-10.9,2.6,-0.3
Cc1onc(-c2ccccc2Cl)c1C(=O)OCc1cnc(Cl)s1,-20.5,-0.7,-7.0,-2.7,-8.0,13.5,-0.5,-7.0,0.1
COc1ccc(C(=O)/C=C/Nc2ccc(S(=O)(=O)Nc3onc(C)c3C)cc2)cc1,-10.3,2.0,2.9,0.2,4.9,0.0,-11.9,-2.0,1.4
CCOC(=O)c1sc2nc(SC)nc(-c3ccccc3)c2c1N,-9.2,3.9,-9.1,-0.3,12.5,-11.7,9.1,-8.2,0.4
O=C(NCCCN1CCOCC1)c1c(O)c2cc(Br)cc(Br)c2[nH]c1=O,-0.5,-0.4,-10.9,-0.4,21.4,·,5.4,-6.1,0.8
NC(=O)c1ccc(NC(=O)CCc2nc3ccccc3s2)cc1,-10.4,0.3,-8.5,-0.7,15.6,21.2,-7.5,-15.8,0.2
CCOC(=O)N1CCN(c2nc(-c3ccccc3)c3cc(C)ccc3n2)CC1,-34.3,0.5,-12.4,-2.0,9.8,-34.5,6.4,-12.6,-0.2
Fc1ccc(NC(=S)N2CCCc3ccccc32)cc1,-7.2,0.9,-5.6,1.8,4.8,-9.8,-15.0,-12.3,0.4
COc1cccc(C(=O)CC(=O)C(=O)Nc2cc(OC)ccc2OC)c1,-8.4,0.7,-20.9,1.2,9.5,-4.4,-15.7,-5.7,1.6
COc1ccc(-c2nc3cc(C)c(Br)c(C)n3c2Cc2ccccc2)cc1OC,·,·,3.4,·,3.1,-31.9,·,·,0.1
O=C(CNC(=O)c1ccc(Cl)cc1Cl)OCc1nnc(-c2ccccc2Br)o1,-10.6,1.3,-4.3,2.3,7.8,-15.6,·,-7.0,0.1
NC(=O)c1ccccc1N=Cc1cccnc1,0.0,0.1,-7.6,-0.2,15.9,-20.9,·,-7.4,-0.1
Cc1nn(-c2ccccc2)c(Cl)c1/C=N/NC(=O)c1nn(C)cc1[N+](=O)[O-],-5.0,0.4,-11.6,-0.5,-5.6,-13.6,0.3,0.5,1.2
CC1CC(C)(C)CC2(C1)NC(=O)N(CC(=O)Nc1ccc3c(c1)OCO3)C2=O (stereo unspecified),·,·,-1.9,·,9.6,-0.6,·,·,1.2
CC(C)CNC(=O)C1Nc2ccccc2C2C=CCC12 (stereo unspecified),-15.3,0.6,4.2,-1.5,-7.1,-9.4,·,-8.7,-0.7
COc1ccccc1C(=O)NC(=O)COC(=O)C1CCC1,-2.9,0.3,-0.8,-1.3,4.1,-37.6,·,-1.6,0.1
CC(C)c1nc(C#N)c(NCCCn2ccnc2)o1,7.9,0.7,-13.2,1.1,12.2,-2.5,-18.4,-5.5,0.2
CN(C)c1ccc(-c2ccc3oc(-c4ccsc4)cc(=O)c3c2)cn1,-17.7,-0.1,13.6,0.3,2.6,0.9,·,-6.7,9.9
CCCc1nccn1S(=O)(=O)c1cc(OC)ccc1OC,2.4,-0.4,1.7,1.8,10.3,6.6,-3.0,3.9,1.0
O=C1CN(c2ccccc2)C(=O)N1,1.6,0.0,-5.4,-0.3,1.4,8.3,-13.8,-7.8,0.4
O=C(Nc1ccccc1)Nc1ccccc1C(=O)NCc1ccccc1,-22.4,-1.6,-10.1,-2.6,15.9,26.6,-3.9,0.6,1.3
Cc1ccc(NC(=O)COC(=O)CCC2CCCC2)c(Br)c1,1.6,-1.0,-4.8,-1.8,4.8,-0.6,·,-1.7,-0.8
Cc1ccc(C(O)c2ncc(-c3cccc(C(F)(F)F)c3)[nH]2)c(C)c1 (stereo unspecified),·,·,4.7,·,-5.6,-4.5,·,·,1.3
Cc1cc(C)c(C)c(S(=O)(=O)Nc2ccccc2C(=O)O)c1C,-9.7,-0.4,11.6,-1.3,-6.6,21.1,-6.0,-1.3,-0.7
CCOC(=O)c1c(S(=O)(=O)Nc2ccccc2OCC)c(C)n(C)c1C,-4.7,-0.1,-19.0,-1.4,30.3,-20.8,-7.5,-14.3,0.8
CC(C)Oc1ccc(C(=O)Nc2cc(S(=O)(=O)N3CCOCC3)ccc2N2CCOCC2)cc1,·,·,-6.5,·,-8.3,-9.4,·,·,1.5
O=C(CNc1ccccc1)N/N=C/c1ccc2c(c1)OCCO2,-5.8,1.1,5.3,0.1,-3.7,-24.6,0.5,-2.5,0.3
OCC1OC(n2cnc3c(SCc4ccccc4)ncnc32)C(O)C1O (stereo unspecified),·,·,-2.5,·,7.9,-25.7,·,·,0.7
CCOC(=O)N1CCC(N2C(=O)c3ccccc3C2Nc2c(C)cccc2C)CC1 (stereo unspecified),-6.3,0.2,-2.2,-1.9,3.0,0.7,15.9*,-4.9,0.1
CC(NC(=O)CCc1nc2cc(S(=O)(=O)N3CCOCC3)ccc2n1C)c1ccc(S(N)(=O)=O)cc1 (stereo unspecified),-3.8,0.3,0.2,0.4,18.0,-19.4,-17.2,-5.1,-0.6
Oc1ccccc1CNc1ncc(Br)cc1Br,0.9,-0.4,-4.0,-1.3,8.7,32.3,-17.9,-4.2,0.3
COc1ccc(CCNC(=O)[C@H](CCSC)NC(=O)N2CCn3c2nc2ccccc23)cc1OC,-16.0,-1.1,-16.4,-1.2,12.6,3.1,-6.4,-4.2,-0.1
CCCOc1ccc(C2C(=O)N(C3CCCCC3)CC(=O)N2C2CC2)cc1OC (stereo unspecified),-19.0,-0.1,-16.3,-0.5,25.5,5.6,3.0,2.0,1.1
CSc1ccccc1C(=O)Nc1cccc([N+](=O)[O-])c1,-4.1,0.6,-10.2,-0.8,-7.8,-22.1,-11.1,-14.9,1.4
COc1ccc([N+](=O)[O-])cc1NC(=O)C(C)OC(=O)Cc1ccc(OC)c(OC)c1 (stereo unspecified),-10.7,5.6,-2.3,1.6,8.9,-6.2,·,-7.3,0.8
CCOC(=O)C1=Nc2ccccc2C1=[N+]=[N-],-3.9,1.3,-15.6,-0.4,23.8,3.2,12.8,-6.1,1.3
CCS(=O)(=O)n1c(Cc2cccs2)nc2ccccc21,-20.8,1.1,-11.0,0.9,26.4,6.8,·,0.1,0.3
CCC(NC(=O)C1C2C=CC(C2)C1C(=O)O)c1ccc(C)cc1 (stereo unspecified),-5.8,1.5,-7.0,0.2,13.3,8.2,-5.2,2.0,0.5
CCCn1nnnc1NCc1cccn1C,-0.7,-0.6,-5.8,0.6,10.8,4.5,-14.9,-4.9,0.3
CC(C)C(NC(=O)c1c(F)cccc1F)C(=O)NCc1ccncc1 (stereo unspecified),·,·,8.1,·,-15.4,-4.5,·,·,-0.5
Cc1ccc(Cl)cc1-c1cc(C(=O)N2CCN(c3ccncc3)CC2)[nH]n1,·,·,-1.8,·,-3.1,-20.4,·,·,0.5
CCOC(=O)C1(CCOc2ccccc2)CCN(Cc2ccc(C#CCCO)cc2)CC1,-8.3,4.3,-7.4,2.1,12.6,-2.9,-7.7,-10.2,2.7

# Bioassay records: PubChem, The Scripps Research Institute Molecular Screening Center
